Source: PubChem BioAssay (several laboratories)
NOD1 inhibition – NOD1 signaling inhibitors, primary screen, cell-based, luminescence, uHTS (AID 1578); NOD1-driven NF-kB luciferase reporter cells, luminescence; higher % means a stronger effect; one-dose inhibition, % at 4 µM; EC50 in µM for titrated hits; 1% of 290,000 active; in the data active = inhibition mostly above about 36%, no sharp cut-off; inactive = mostly below about 34%;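 note: HEK-293T reporter cells stimulated with the NOD1 agonist gamma-tri-DAP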
GPR35 antagonists – GPR35 antagonists blocking zaprinast-driven arrestin recruitment, primary screen, imaging, U2OS, beta-arrestin-GFP, zaprinast agonist (AID 2058) | U2OS GPR35 beta-arrestin-GFP translocation imaging, zaprinast antagonism; higher % means a stronger effect | 0.052% of 290,000 active | inhibition, % at 10 µM; hits with a dose series show IC50 in µM;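 active = inhibition of at least 50% with at least 30 cells and total cytoplasm GFP at most 10,000,000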
GPR55 LPI antagonism – GPR55 antagonists blocking LPI-driven arrestin recruitment, primary screen, imaging, U2OS, beta-arrestin-GFP, LPI agonist (AID 2013); U2OS GPR55 beta-arrestin-GFP translocation imaging, LPI antagonism; higher % means a stronger effect; inhibition, % at 10 µM; hits with a dose series show IC50 in µM; 0.13% of 290,000 active;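 active = spots per cell inhibited over 60%, with over 100 cells counted and total cytoplasm intensity under 500,000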;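 note: U2OS cells stably carrying GPR55 and arrestin-GFP stimulated by 5 µM LPI near EC80; imaged beta-arrestin-GFP aggregate spots per cell after agonist stimulation; plate controls were LPI-stimulated DMSO wells for no effect and DMSO wells without LPI for full effect; some results filed as inactive read as strong as hits; confirmed hits need IC50 under 10 µM and bright autofluorescent wells are also inconclusive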
KOR beta-arrestin-1 – kappa opioid receptor blockers – cell-based, luminescence, uHTS (AID 1778); KOR beta-arrestin recruitment, luminescence, antagonist mode; higher % means a stronger effect; inhibition, % at 10 µM; hits with a dose series show IC50 in µM; 0.091% of 290,000 active; note: strong numbers were not always called active
GPR55 beta-arrestin – selective activators of receptor GPR55 – imaging, U2OS cells, beta-arrestin-GFP redistribution, primary screen (AID 1961). one-dose activation, % at 10 µM; EC50 in µM for titrated hits. U2OS GPR55 beta-arrestin-GFP redistribution imaging; higher % means a stronger effect. 0.048% of 290,000 active;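 active = activation above 40% with more than 50 cells counted in the well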;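 note: U2OS osteosarcoma cells stably expressing GPR55 and beta-arrestin-GFP; plate controls were DMSO negative control for no effect and LPI positive control for full effect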
HIV peptide binding – inhibitors of HIV fusion peptide binding, primary screen, biochemical, uHTS, fluorescence dequenching (AID 1986); 0.3% of 290,000 active; cell-free peptide binding, fluorescence dequenching, 30 min; higher % means a stronger effect; one-dose inhibition, % at 20 µM; IC50 in µM for titrated hits; in the data active = inhibition mostly above about 52%, no sharp cut-off; inactive = mostly below about 76%; note: some results filed as inactive read as strong as hits
KOR beta-arrestin-2 – kappa opioid receptor activators – cell-based, luminescence, uHTS, primary screen (AID 1777); 0.02% of 280,000 active; KOR beta-arrestin recruitment, luminescence; higher % means a stronger effect; one-dose activation, % at 10 µM; EC50 in µM for titrated hits; in the data active = activation above about 50%, passing the limit was not always enough; note: a part of the inactive calls stands beside numbers as strong as those of hits
Myeloid diff 2 – myeloid differentiation induction; ER-HoxA9 myeloid progenitors, lysozyme-GFP differentiation, flow cytometry; calls only at 10 µM; 1% of 360,000 active;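 active = normalized GFP-positive differentiation at or above the plate's own cutoff, the solvent-only control mean plus 3 SD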;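 note: cells exposed to compound for four days before flow analysis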
NOD2 inhibition – NOD2 signaling inhibitors, cell-based, luminescence, uHTS, HEK293 (AID 1566) | inhibition, % at 4 µM, or EC50 in µM where a hit was titrated | HEK293 NOD2/NF-kB luciferase reporter, luminescence; higher % means a stronger effect | 0.63% of 290,000 active; note: many of its hits are not listed in these tables
Myeloid diff 2 GFP+ MAC1+ % – recorded beside Myeloid diff 2, whose call it bears; GFP+ MAC1+ double positive, %; measured here: differentiation confirmed by MAC1 staining
The depositor's hits bear a star; i = inactive; nt = not tested or not shown; [ ] = dose if it differs, or a comment. Cut-off read from the data, not from the text of the source, unless noted: active = inhibition above about 50%; inactive = the rest.

SMILES	NOD1 inhibition	GPR35 antagonists	GPR55 LPI antagonism	KOR beta-arrestin-1	GPR55 beta-arrestin	HIV peptide binding	KOR beta-arrestin-2	Myeloid diff 2	Myeloid diff 2 GFP+ MAC1+ %	NOD2 inhibition
COc1cccc(CNC(=O)CCn2c(=O)oc3ccccc32)c1	-37%	-16%	9%	3%	-0.1%	1.8%	-0.3%	i	0.2	1%
COCCCNC(=S)N1CCCC(c2nc3cc(C)c(C)cc3[nH]2)C1 (centres undefined)	-9%	-1%	-14%	-24%[20 µM]	-0.1%	-2.0%	nt	i	0.2	22%
Cn1nc(OC(=O)Nc2cccc(Cl)c2)cc1C(F)(F)F	-40%	5%	3%	-63%	-0.1%	0.4%	14%	i	1.1	-14%
COCCC(=O)N1CCC(Oc2ccc(C(=O)N3CCCC(CCCO)C3)cc2)CC1 (centres undefined)	15%	0%	1%	8%	-0.1%	1.2%	1.9%	i	0.8	-7%
CCOc1cc(-c2ccc3c(c2)OCO3)cc(=O)c2c(C)oc(C)c12	5%	11%	-7%	-24%	-0.1%	21%	-1.7%	nt	nt	13%
COc1ccc(/C=C/C(=O)NCCc2ccc(OC)c(OC)c2)cc1	-7%	-10%	13%	12%	-0.2%	-1.4%	3.6%	i	0.5	7%
O=C(CC12CC3CC(CC(C3)C1)C2)Nc1ccccc1N1CCOCC1	-9%	2%	8%	3%	-0.4%	-1.7%	-2.4%	i	0.5	-2%
CCN(CC)C(=O)CN(c1cc(Cl)ccc1OC)S(=O)(=O)c1ccc(C)c([N+](=O)[O-])c1	-8%	-15%	7%	1%	0.6%	0.1%	-2.3%	i	0.9	-91%
Cc1cc(C(=O)COC(=O)CNS(=O)(=O)c2ccc3ccccc3c2)c(C)n1-c1ccccc1	35%	19%	9%	-30%	-0.4%	0.6%	-3.2%	i	0.4	5%
CCC(C)NC(=O)C1CCN(C(=O)c2ccccc2)CC1 (centres undefined)	-7%	16%	7%	-19%	0.3%	12%	-0.3%	i	6.3	12%
CCc1[nH]nc2c1C(c1cccc(OC(=O)N3CCOCC3)c1)C(C#N)=C(N)O2 (centres undefined)	-2%	15%	9%	22%	-0.2%	0.7%	0.1%	i	2.7	4%
COC(=O)c1cc(OC)c(OC)cc1NC(=S)N1CCN(C/C=C/c2ccccc2)CC1	-24%	-1%	-6%	-18%	0.1%	0.9%	1.5%	i	1.1	13%
COc1ccc(NC(=O)C(CC(=O)O)Cc2ccc(C)cc2)cc1 (centres undefined)	-22%	2%	12%	-12%[20 µM]	-0.1%	-0.1%	nt	i	0.6	20%
CC(C)c1ccc(C(O)P(=O)(OCc2ccccc2)c2ccc(N(C)C)cc2)cc1 (centres undefined)	-5%	8%	5%	-5%	0.2%	-1.6%	-6.0%	i	1.4	-12%
O=S(=O)(Cc1ccccc1Cl)NCCc1ccc(F)cc1	-19%	21%	3%	12%	-0.2%	-1.7%	8.0%	i	0.6	-4%
O=C(NCCNc1ccc([N+](=O)[O-])cc1)c1cccc2c(Br)cccc12	-17%	2%	5%	11%	0.5%	-0.1%	9.2%	i	0.3	7%
Cc1cc(C)n2nc(C(=O)OCCOc3cccc(Br)c3)nc2n1	-6%	-6%	-12%	-12%	-0.2%	-0.6%	-0.9%	i	1.3	3%
Cc1c(OC(C)C(=O)N2C[C@H]3C[C@@H](C2)c2cccc(=O)n2C3)ccc2c3c(c(=O)oc12)CCC3 (some centres undefined)	-33%	-12%	-12%	-39%[20 µM]	-0.1%	0.2%	-5.1%	i	2.7	8%
COc1ccccc1OCc1ccc(C(=O)NCc2ccco2)o1	-12%	1%	0%	13%	0.1%	1.7%	0.4%	i	12	2%
Nc1cc(N)cc(-c2nc3ccccc3[nH]2)c1	-14%	-18%	4%	23%	1.3%	-1.3%	-2.2%	i	0.7	1%
CC(C)c1ccc2occ(-c3nn[nH]n3)c(=O)c2c1	-16%	15%	-5%	13%	0.4%	-2.9%	5.7%	i	0.4	4%
Cc1cc(C(=O)COC(=O)/C=C/c2cccc(F)c2)c(C)n1C	-18%	2%	2%	-14%	-0.5%	-1.5%	-3.3%	i	0.5	11%
CC(C)(C)c1cc(N)n(-c2ccc(C(=O)O)cc2)n1	30%	7%	2%	-20%[20 µM]	0.1%	-3.4%	nt	i	0.5	0%
CC(=O)c1cc(-c2nc3ccccc3n2C)n(C)c1	-18%	1%	-4%	8%	0.2%	-2.5%	5.5%	i	0.0	-14%
O=C(NCC1(c2ccccc2)CCCC1)c1ccccc1	0%	-21%	5%	6%	0.4%	-1.5%	4.3%	i	0.1	2%
Cc1cc([N+](=O)[O-])cc(/C=N\NC(=O)C2COc3ccccc3O2)c1O (centres undefined)	-3%	-10%	9%	7%	0.4%	11%	-0.5%	i	0.3	22%
N#Cc1cc(S(=O)(=O)c2ccc(Cl)cc2)c(N)[nH]c1=O	20%	4%	8%	13%	0.2%	3.0%	-3.2%	i	0.3	-3%
CSc1ccc(C#N)cc1NC(=O)c1ccc(Cl)nc1	-19%	-4%	-6%	-4%	-0.3%	-0.4%	-1.4%	i	0.3	10%
CCC1CCCCN1CCNC(=O)C1CCN(S(=O)(=O)c2c(C)noc2C)CC1 (centres undefined)	7%	2%	8%	-17%	-0.1%	-1.4%	-2.0%	i	0.3	15%
CC(C)CNC(=O)c1cc([N+](=O)[O-])ccc1N1CCCCC1	6%	-4%	6%	4%	-0.3%	1.1%	1.0%	i	0.5	-1%
Cc1cc(NC(=O)c2cccc(F)c2)ncc1NC(=O)c1ccco1	-58%	0%	0%	25%	-0.1%	0.5%	-1.0%	i	1.0	-58%
Cc1noc(/C=C/N(C)C)c1S(=O)(=O)N1CCCC(C(=O)NCc2ccco2)C1 (centres undefined)	10%	26%	-10%	-14%	-0.1%	-3.3%	-2.4%	i	1.8	12%
O=C(O)c1ccc(N/N=C/c2cccc3cccnc23)cc1	-7%	8%	-5%	4%	-0.1%	3.8%	-1.1%	i	0.0	-117%
Cc1nc(NC(=O)CN2CCN(c3ccccc3F)CC2)sc1C(=O)N(C)C	11%	-3%	8%	-22%[20 µM]	-0.4%	-0.7%	-5.4%	i	0.3	2%
Cc1ccc(CNC(=O)CN(c2ccc(Cl)cc2)S(C)(=O)=O)cc1	-4%	-1%	0%	-6%[20 µM]	0.3%	0.9%	-5.3%	i	0.3	-6%
Cc1ccc(-c2nc(SCC(N)=O)c(C#N)c3c2CCCC3)cc1	27%	0%	-17%	4%	-0.1%	160%	-6.3%	i	2.4	19%

Shown with two lines to a compound: entries from further up
Values run as follows: NOD1 inhibition	GPR35 antagonists	GPR55 LPI antagonism	KOR beta-arrestin-1	GPR55 beta-arrestin	HIV peptide binding	KOR beta-arrestin-2	Myeloid diff 2	Myeloid diff 2 GFP+ MAC1+ %	NOD2 inhibition
- CSc1ccc(C#N)cc1NC(=O)c1ccc(Cl)nc1
 : -19%	-4%	-6%	-4%	-0.3%	-0.4%	-1.4%	i	0.3	10%
- CCC1CCCCN1CCNC(=O)C1CCN(S(=O)(=O)c2c(C)noc2C)CC1 (centres undefined)
 : 7%	2%	8%	-17%	-0.1%	-1.4%	-2.0%	i	0.3	15%
- CC(C)CNC(=O)c1cc([N+](=O)[O-])ccc1N1CCCCC1
 : 6%	-4%	6%	4%	-0.3%	1.1%	1.0%	i	0.5	-1%
- Cc1cc(NC(=O)c2cccc(F)c2)ncc1NC(=O)c1ccco1
 : -58%	0%	0%	25%	-0.1%	0.5%	-1.0%	i	1.0	-58%
- Cc1noc(/C=C/N(C)C)c1S(=O)(=O)N1CCCC(C(=O)NCc2ccco2)C1 (centres undefined)
 : 10%	26%	-10%	-14%	-0.1%	-3.3%	-2.4%	i	1.8	12%
- O=C(O)c1ccc(N/N=C/c2cccc3cccnc23)cc1
 : -7%	8%	-5%	4%	-0.1%	3.8%	-1.1%	i	0.0	-117%

Continued.
SMILES	NOD1 inhibition	GPR35 antagonists	GPR55 LPI antagonism	KOR beta-arrestin-1	GPR55 beta-arrestin	HIV peptide binding	KOR beta-arrestin-2	Myeloid diff 2	Myeloid diff 2 GFP+ MAC1+ %	NOD2 inhibition
Cc1cc(C)nc(/N=C(\N)Nc2ccc(OCc3ccccc3)cc2)n1	-16%	6%	20%	-117%[20 µM]	0.2%	0.6%	3.7%	i	0.3	-13%
Cc1ccc(CSCCC(=O)NCCc2ccc(Cl)cc2)cc1	-36%	-3%	-12%	-8%	-0.2%	0.5%	-3.1%	i	1.0	-6%
O=C(Nc1ccc(Cl)cc1)NC1CCCCC1Cc1ccco1 (centres undefined)	4%	13%	19%	2%	-0.1%	10%	-1.1%	i	0.3	-16%
CCCCCC1CC(CC(=O)Nc2nncs2)C(=O)O1 (centres undefined)	-45%	-10%	-4%	-9%	-0.3%	1.8%	-0.7%	i	1.0	-1%
O=C(NC1CCCCC1)C(c1cccnc1)N(C(=O)c1csnn1)c1ccccc1F (centres undefined)	1%	-9%	0%	6%	-0.2%	2.8%	-7.9%	i	0.3	15%
CC1Cc2cc(S(=O)(=O)N3CCC(C(=O)N(C)Cc4ccccc4)CC3)ccc2N1C(=O)C1CC1 (centres undefined)	1%	12%	-3%	18%	0.1%	0.1%	0.9%	i	4.5	31%

Reprinted at random: 2 entries already listed, in no set order.
SMILES	NOD1 inhibition	GPR35 antagonists	GPR55 LPI antagonism	KOR beta-arrestin-1	GPR55 beta-arrestin	HIV peptide binding	KOR beta-arrestin-2	Myeloid diff 2	Myeloid diff 2 GFP+ MAC1+ %	NOD2 inhibition
Cc1cc(C)nc(/N=C(\N)Nc2ccc(OCc3ccccc3)cc2)n1	-16%	6%	20%	-117%[20 µM]	0.2%	0.6%	3.7%	i	0.3	-13%
CC1Cc2cc(S(=O)(=O)N3CCC(C(=O)N(C)Cc4ccccc4)CC3)ccc2N1C(=O)C1CC1 (centres undefined)	1%	12%	-3%	18%	0.1%	0.1%	0.9%	i	4.5	31%

Only part of the results is shown (hit frequency here may not be typical).
